Source: PubChem (Southern Research Specialized Biocontainment Screening Center)
tuberculosis growth = growth inhibition of non-replicating M. tuberculosis (AID 488890); one-dose inhibition, % at 25 µM; IC50 in µM for titrated hits; Mycobacterium tuberculosis non-replicating, growth inhibition; higher % means a stronger effect; actives 0.39% (n = 320,000); in the data active = a potency from the dose series; inconclusive = inhibition mostly from about 82% at the one dose, without a potency; inactive = the rest, 99 in 100 with inhibition below about 76%;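 note: plate controls were DMSO cells for no effect and high antibiotic wells for full effect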
PhoP GFP inhibition = PhoP regulon inhibitors, Salmonella typhi PhoP promoter GFP reporter, confirmatory (AID 1850) | Salmonella Typhi PhoP-promoter GFP reporter, fluorescence, 4 h; higher % means a stronger effect | one-dose inhibition, % at 50 µM; IC50 in µM for titrated hits | actives 0.33% (n = 310,000); in the data active = a potency from the dose series; inconclusive = inhibition mostly from about 25% at the one dose, without a potency; inactive = the rest, 99 in 100 with inhibition below about 19%;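 note: 0% = induced wells with vehicle and 100% = uninduced wells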
H37Rv inhibition = M. tuberculosis growth inhibition, HTS (AID 449762). inhibition, % at 25 µM, or IC50 in µM where a hit was titrated. actives 0.59% (n = 330,000). M. tuberculosis H37Rv growth inhibition, 7H9 media; higher % means a stronger effect; in the data active = a potency from the dose series; inconclusive = inhibition above about 70% without an active follow-up result;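 note: bacterial growth assessed after seven days of incubation; strong numbers were not always called active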
VEEV TC-83 Vero = inhibitors of VEEV TC-83 cytopathic effect, confirmation, Vero cells (AID 588727). actives 0.13% (n = 350,000). Vero cells, VEEV TC-83 cytopathic effect inhibition; higher % means a stronger effect. one-dose inhibition, % at 20 µM; IC50 in µM for titrated hits; in the data active = a potency from the dose series; inconclusive = inhibition mostly from about 14% at the one dose, without a potency; inactive = the rest, 99 in 100 with inhibition below about 12%; note: strong numbers were not always called active
H1N1 NS1A inhibition = H1N1 influenza NS1A inhibitors, functional cell based assay (AID 504329); NS1A functional cell-based assay, percent inhibition; higher % means a stronger effect; inhibition, % at 12.5 µM, or IC50 in µM where a hit was titrated; actives 0.3% (n = 340,000); in the data active = a potency from the dose series; inconclusive = inhibition above about 27% without an active follow-up result; note: strong numbers were not always called active
VEEV TC-83 Vero 10K pilot screen = recorded beside VEEV TC-83 Vero, whose call it bears; inhibition, %; measured here: 10K pilot screen inhibition
An asterisk follows results filed as active; i = inactive; ? = inconclusive; . = not tested or not shown.

SMILES	tuberculosis growth	PhoP GFP inhibition	H37Rv inhibition	VEEV TC-83 Vero	H1N1 NS1A inhibition	others
CCCCN(CC)CCNC(=O)c1[nH]c(C)c(C(C)=O)c1C	-2.3%	0.7%	-4.8%	1.9%	4.8%
CN(C)/C=N/c1ncc(C(=O)c2ccc(Cl)cc2Cl)s1	-0.1%	11.2%	-3.8%	4.4%	-7.3%
CCCCOC(=O)Nc1ccccc1C(N)=O	15.1%	-15.8%	3.1%	0.3%	-1.0%
Cn1nc(C(=O)Nc2nc(-c3ccccn3)cs2)c2ccccc2c1=O	.	.	.	7.0%	-7.4%
Cc1nn(-c2ccccc2)c(C)c1/C=N/NC(=O)c1ccccc1O	21.9%	4.9%	5.7%	1.5%	6.9%
CS(=O)(=NS(=O)(=O)c1ccc(Cl)cc1)c1ccccc1 (stereo not given)	8.5%	5.0%	-0.8%	8.5%	9.3%
CN1CCN(S(=O)(=O)c2ccc(NN)nc2)CC1	-10.6%	.	-0.7%	6.0%	-6.7%
CC(C)Cn1c(-c2cccnc2)nc2c1c(=O)[nH]c(=O)n2CC(C)C	-1.8%	1.2%	11.1%	i	1.3%
Cc1nc2cc(C(=O)O)ccc2s1	3.3%	-3.1%	3.8%	1.6%	-2.7%	VEEV TC-83 Vero 10K pilot screen=0.5
COc1cc(NC(=O)c2cc(OC)c(OC)c(OC)c2)c2ncccc2c1	.	.	.	9.8%	-1.9%
CCCN1CCC[C@H](c2cccc(O)c2)C1	3.9%	1.2%	8.6%	0.7%	-11.5%
CC(C)(C)CC(=O)Nc1ccccc1N1CCN(c2ccc(F)cc2)CC1	39.1%	-0.2%	6.6%	i	2.0%
C(=N\n1cnnc1)/c1ccc(-c2ccccc2)cc1	23.0%	-7.9%	34.1%	i	-14.0%
O=C1c2cccc(OCC(=O)N3CCCc4ccccc43)c2CCN1Cc1ccc(F)cc1	55.2%	-7.1%	-2.1%	10.7%	-6.3%
c1ccc(C(=NNc2nc3ccccc3s2)c2ccccn2)cc1	.	.	.	0.7%	14.2%
O=C(O)C1(P(=O)(c2ccccc2)c2ccccc2)CCC1	0.1%	0.0%	-6.8%	0.3%	2.3%
Cc1ccc(-c2csc(N/N=C/c3ccco3)n2)c(C)c1	-17.2%	-8.4%	-5.6%	?	4.7%
CC(NC(=O)CN1CCCC1)c1ccccc1 (stereo not given)	-6.5%	-1.5%	-6.2%	0.1%	-2.5%
CCCn1nc(NC(=O)C(C)(C)C)c2cc3cc(OC)ccc3nc21	3.0%	-5.6%	5.5%	9.5%	-14.4%
O=C(Nc1ccc(Cl)cn1)Nc1ccc(Cl)cn1	5.4%	-5.0%	-1.2%	0.4%	9.5%
Cc1cc(Nc2ccccc2)nn1C(=O)c1ccc(Cl)cc1	46.0%	4.5%	-0.1%	0.8%	0.5%
CSc1ccccc1NC(=O)CO/N=C(\C)c1cc2ccccc2o1	76.2%	-2.3%	8.4%	0.7%	-0.7%
Cc1ccc(NC(=O)COC(=O)COc2cccc3c2OC(C)(C)C3)cc1C	9.5%	-6.7%	-3.4%	1.8%	-6.2%
Cc1c(NC(=O)c2ccc(Cl)c([N+](=O)[O-])c2)cccc1-n1cnnn1	27.2%	.	36.6%	0.8%	2.6%

Quoted at random: six records from the list, in no set order.
SMILES	tuberculosis growth	PhoP GFP inhibition	H37Rv inhibition	VEEV TC-83 Vero	H1N1 NS1A inhibition	others
COc1cc(NC(=O)c2cc(OC)c(OC)c(OC)c2)c2ncccc2c1	.	.	.	9.8%	-1.9%
CS(=O)(=NS(=O)(=O)c1ccc(Cl)cc1)c1ccccc1 (stereo not given)	8.5%	5.0%	-0.8%	8.5%	9.3%
C(=N\n1cnnc1)/c1ccc(-c2ccccc2)cc1	23.0%	-7.9%	34.1%	i	-14.0%
Cn1nc(C(=O)Nc2nc(-c3ccccn3)cs2)c2ccccc2c1=O	.	.	.	7.0%	-7.4%
O=C(Nc1ccc(Cl)cn1)Nc1ccc(Cl)cn1	5.4%	-5.0%	-1.2%	0.4%	9.5%
CCCCN(CC)CCNC(=O)c1[nH]c(C)c(C(C)=O)c1C	-2.3%	0.7%	-4.8%	1.9%	4.8%

More records follow:
SMILES	tuberculosis growth	PhoP GFP inhibition	H37Rv inhibition	VEEV TC-83 Vero	H1N1 NS1A inhibition	others
Cc1ccc(NC(=O)CCn2cnc3ccccc3c2=O)cc1Cl	-0.8%	5.5%	27.2%	0.3%	3.4%
CC1CCN(CCCNC(=O)C2CCC(CNS(=O)(=O)c3ccccc3)CC2)CC1 (stereo not given)	4.1%	1.9%	0.2%	2.4%	-1.1%
Cc1ccccc1SC1CCN(C(=O)C2CCC(=O)N(C3CC3)C2)CC1 (stereo not given)	8.9%	-5.8%	1.3%	0.9%	-6.0%
CCC(CC)NC(=O)Cc1ccccc1OC	-0.8%	3.6%	-8.0%	0.1%	-5.9%
C/C(=N\N=C(c1ccccc1)c1ccccc1)c1ccco1	-2.2%	3.5%	3.5%	5.6%	7.9%
COc1ccc(OC)c2[nH]c(=O)c(CCNS(=O)(=O)c3ccc(F)cc3)cc12	10.6%	11.1%	-1.6%	0.3%	-29.3%
COc1ccc(CN(C(=O)c2ccc(C)cc2)C2CCS(=O)(=O)C2)cc1 (stereo not given)	1.5%	5.2%	-1.2%	0.7%	1.4%
O=C(Nc1ncccc1Cl)c1cccc(F)c1	2.0%	-4.2%	1.1%	2.3%	-2.0%
CCOC(=O)CSc1nnc(CNC(=O)c2ccc(OC)cc2OC)n1-c1ccc(OC)cc1	37.4%	-20.0%	4.7%	0.3%	0.5%	VEEV TC-83 Vero 10K pilot screen=1.6
Cc1nn(-c2ccccc2)c(Cl)c1C(=O)NCC(C)C	6.6%	6.7%	4.2%	1.1%	-6.6%
Cc1nc(N)c(Br)c(C)c1Br	-13.5%	-10.6%	3.4%	i	-12.2%
O=C(CC1C[C@H](C(=O)N2CCOCC2)[C@@]2(CCC3CCCC3)c3[nH]c4ccccc4c3CCN2C1=O)NCCc1ccccn1 (stereo not given in full)	58.3%	.	6.9%	i	2.8%
O=C(Nc1ccccc1F)c1cc2nc(C(F)F)cc(C(F)F)n2n1	2.2%	-0.3%	2.4%	0.8%	-1.7%
Cc1nn2c(NCCOCCO)c3c(nc2c1-c1ccccc1)CCCC3	8.6%	2.3%	1.3%	i	-1.4%
CN(C)C(CNC(=O)CSc1nc2sc3c(c2c(=O)n1C)CCCC3)c1ccccc1 (stereo not given)	37.5%	.	-0.8%	4.4%	2.1%
COc1ccc(N2CCN(C(=O)CCSCc3ccccc3F)CC2)cc1	73.3%	7.7%	3.8%	0.2%	9.0%
Cc1ccc(Cl)cc1N1CCN(C(=O)c2noc(C(C)C)c2[N+](=O)[O-])CC1	6.3%	8.5%	1.0%	i	0.8%
COc1cccc2c1O/C(=N\O)C(C(=O)Nc1cccc(Br)c1)C2 (stereo not given)	-7.9%	0.2%	-4.6%	2.8%	-1.3%
Cc1cc(NS(=O)(=O)c2ccc(NC(=O)/C=C/c3ccccc3)cc2)no1	60.7%	11.1%	?	1.4%	6.4%
COc1ccc(CC(=O)Nc2ccc(OC(C)=O)cc2C(=O)O)cc1	7.2%	-2.5%	6.8%	2.4%	-2.3%
Cc1nc2sc(C(c3ccccc3)N3CCN(c4ccccc4F)CC3)c(O)n2n1 (stereo not given)	26.3%	-10.8%	4.5%	0.7%	9.1%
CCOC(=O)c1cc2c(=O)n3cccc(C)c3nc2n(Cc2ccco2)c1=NC(=O)c1ccc(C)cc1	.	.	.	0.9%	-0.2%
CCC1CCCCN1Cc1ccc(CNS(=O)(=O)c2ccc3c(c2)oc(=O)n3C)o1 (stereo not given)	-9.4%	-10.4%	-0.8%	0.8%	-1.1%
CCC(CC)C(=O)Nc1nnc(S(=O)(=O)Nc2ccc(OC)cc2)s1	2.6%	0.1%	0.0%	1.4%	1.4%
CCOC(=O)C1CCN(S(=O)(=O)c2ccc3c(c2)N(C)C(=O)CC(=O)N3C)CC1	10.9%	-7.2%	7.2%	0.9%	-5.2%
Cc1cc(Br)cc(C=Nc2ccc(N3CCOCC3)cc2)c1O	8.4%	5.0%	-6.5%	i	5.6%
CCC(C)NC(=O)C1CCN(c2nc(OC)nc(OC)n2)CC1 (stereo not given)	6.5%	-3.8%	5.1%	0.8%	-0.7%
CCOc1ccc(N2C(=O)C(CC(=O)Nc3ccc(F)cc3)N(Cc3ccccn3)C2=S)cc1 (stereo not given)	28.6%	9.2%	24.9%	1.4%	-10.3%
O=c1cc(O)c(-c2cccc(C(F)(F)F)c2)c(Cl)[nH]1	3.3%	-6.2%	4.8%	0.3%	-7.8%	VEEV TC-83 Vero 10K pilot screen=0.9
O=C(COC(=O)c1ccc(Br)o1)Nc1ncc([N+](=O)[O-])s1	i	.	7.6%	1.4%	-11.0%
CCOc1ccc(C(=O)NC(=S)NCc2cccnc2)cc1	39.6%	-3.4%	-0.3%	i	-3.2%
O=C(Cc1ccc(S(=O)(=O)N2CCCC2)s1)Nc1cccc([N+](=O)[O-])c1	7.5%	.	-10.4%	5.8%	-1.9%
CCN(CC)C(=O)[C@H]1C[C@H](CC(=O)NCCCN(C)C)C(=O)N2CCc3c([nH]c4cc(CCC(=O)N(C)C)ccc34)[C@]12C	.	.	.	0.3%	0.9%
CC(C)CN(C(=O)COC(=O)CCN1C(=O)c2ccccc2C1=O)C1CCS(=O)(=O)C1 (stereo not given)	1.4%	-6.7%	-1.8%	0.7%	-13.3%
O=C1Nc2ccccc2C(=O)N2[C@H](c3ccc(F)cc3)[C@@H]3C(=O)N(Cc4ccccc4)C(=O)[C@@H]3[C@H]12	47.4%	1.1%	-0.4%	0.9%	13.4%
Cc1nnc(SCC(=O)Nc2ccc(N3CCOCC3)cc2)n1-c1ccccc1	-1.0%	3.2%	4.9%	0.1%	4.0%
O=C(COC(=O)CCN1C(=O)C2CC=CCC2C1=O)NCCc1ccccc1 (stereo not given)	4.9%	-3.2%	3.1%	1.5%	17.1%
COC(=O)N/N=C/c1cn(CC(C)COc2ccccc2)c2ccccc12 (stereo not given)	-4.3%	-5.0%	-3.4%	1.0%	14.3%
CN1CC(=O)NC1=NC(=O)c1ccc(Cl)c(S(=O)(=O)N2CCCCCC2)c1	12.7%	-1.8%	7.8%	8.8%	-16.3%
Cc1ccc(-n2nnc3c(=O)n(CC(=O)N4CCOCC4)cnc32)cc1	-11.3%	-5.2%	-1.9%	0.4%	4.0%	VEEV TC-83 Vero 10K pilot screen=0.4
CC(CC(=O)N1CCN(c2ccc(C(F)(F)F)cn2)CC1)n1ccnc1 (stereo not given)	19.9%	11.9%	5.2%	0.5%	5.4%
C/C(=N\NC(=O)OC(C)(C)C)c1ccc(-n2ccnc2)cc1	13.8%	3.3%	2.1%	1.2%	-8.3%
CCOC(=O)C1CCN(C(=O)c2cn(CCOC)c(=O)c3c2c2ccccc2n3C)CC1	8.5%	-4.1%	1.6%	0.4%	12.7%	VEEV TC-83 Vero 10K pilot screen=3.6
CCOc1cc(/C=C2\SC(N3CCCCC3)=NC2=O)ccc1O	42.7%	18.5%	12.0%	6.1%	-8.7%
Cc1[nH]c2ccc(OC(=O)N3CCOCC3)cc2c1C(=O)OC(C)C	4.5%	-10.3%	0.5%	1.2%	2.2%
CC1(C)Cc2noc(N)c2C(C)(C)N1OC(=O)c1cccs1	11.1%	-4.1%	-7.5%	1.6%	-8.0%
COC(=O)c1ccc(N)nc1	1.7%	-8.7%	-3.7%	0.6%	-3.6%
COc1ccc(-c2nnc(N3CCC(C)CC3)c3ccccc23)cc1	0.8%	7.2%	7.3%	0.6%	5.1%
O=S1(=O)N=C(Nc2nncs2)c2ccccc21	5.6%	0.3%	1.1%	0.5%	3.5%
O=C(C1CCC(CNc2c(N3CCCCC3)c(=O)c2=O)CC1)N1CCCCC1 (stereo not given)	.	6.5%	?	i	-0.6%
CC(C)CC(=O)Nc1ccc2ccccc2c1	-6.6%	18.7%	58.7%	0.1%	-1.1%
COc1ccc(C(=O)Nc2ccc(N3CCN(C(=O)c4ccccc4)CC3)cc2)cc1[N+](=O)[O-]	43.2%	-4.1%	1.5%	7.6%	3.0%
Cc1c(C(=O)NCCSCc2cccc(C(F)(F)F)c2)cnn1-c1ccc(Cl)cc1	40.3%	2.2%	65.2%	0.1%	-6.9%
COc1ccc(OCCCC(=O)N(C)CC(=O)Nc2ccccc2Cl)cc1	0.9%	-8.8%	-25.7%	0.6%	0.0%
CC1CCN(c2nc3ccccc3n2CC(=O)c2ccccc2)CC1	7.8%	5.2%	1.3%	2.9%	11.4%
